# From PubChem BioAssay
# FLuc modulator: qHTS profiling assay for firefly luciferase inhibitor/activator using purifed enzyme and Km concentrations of substrates (counterscreen for miR-21 project); Potency, µM (doses to about 57.5 µM), for inactives: at the highest dose activity change, negative = inhibition, usual class: inhibitors; purified FLuc, Km substrates, luminescence inhibition; Luciferin 4-monooxygenase (Photinus pyralis), P08659; 360,000 compounds, 6.9% hits; active = well fitted inhibition curve with a large enough effect; inconclusive = small, poorly fitted or top-dose-only effect;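 note: plate controls were vehicle for no effect and reference inhibitor for full effect; nearly all actives have a fitted effect of over 55% in size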
# Target sequence (P08659 whole entry, looked up): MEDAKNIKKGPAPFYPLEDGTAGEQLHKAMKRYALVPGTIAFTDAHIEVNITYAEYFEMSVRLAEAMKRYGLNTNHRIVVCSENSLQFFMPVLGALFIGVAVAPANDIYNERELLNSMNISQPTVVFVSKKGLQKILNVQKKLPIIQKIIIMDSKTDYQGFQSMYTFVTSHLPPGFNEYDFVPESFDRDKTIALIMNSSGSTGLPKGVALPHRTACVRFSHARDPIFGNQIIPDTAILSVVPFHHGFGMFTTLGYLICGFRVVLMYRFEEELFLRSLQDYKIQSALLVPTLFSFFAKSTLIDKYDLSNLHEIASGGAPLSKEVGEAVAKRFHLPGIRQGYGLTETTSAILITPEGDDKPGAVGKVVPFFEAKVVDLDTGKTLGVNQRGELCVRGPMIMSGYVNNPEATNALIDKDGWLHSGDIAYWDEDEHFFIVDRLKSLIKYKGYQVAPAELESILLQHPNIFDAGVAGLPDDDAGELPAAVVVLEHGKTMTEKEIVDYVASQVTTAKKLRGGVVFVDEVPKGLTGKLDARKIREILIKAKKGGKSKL
#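 Purified P. pyralis luciferase, 10 nM final, with Km-level 10 uM D-luciferin and 10 uM ATP in 50 mM Tris acetate pH 7.5, 10 mM Mg acetate, 0.01% Tween-20, 0.05% BSA; 6-point qHTS titration about 60 µM downward; luminescence read.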
# Active calls of the source: *; ? = inconclusive. Potency is the fitted concentration of half-maximal effect. Some of the compounds tested, so the mix of outcomes need not match the whole.
entry	structure	FLuc modulator
1	CCOc1ccc(N2CC(c3nc4ccccc4n3CCCCOc3ccc(OC)cc3)CC2=O)cc1 (centres undefined)	-11%
2	O=C(Cn1c(=O)n(Cc2ccc(C(=O)NCc3ccccc3Cl)cc2)c(=O)c2ccccc21)Nc1ccc(F)cc1	-6%
3	Cc1ccc(-c2cc(N)n(Cc3cccc(Cl)c3)n2)cc1	-7%
4	COc1ccc(Cl)cc1NC(=O)CCC(=O)c1ccc(C)cc1	2%
5	COC(=O)c1ccccc1NC(=O)CCc1c(C)nc2c(c(C)nn2-c2ccccc2)c1C	-1%
6	Cc1ccc(Cl)cc1Nc1sc(C(=O)c2ccc(F)cc2)c(N)c1S(C)(=O)=O	1%
7	O=C(CC1(O)C(=O)N(Cc2ccccc2)c2ccc(Br)cc21)c1ccccc1 (centres undefined)	1%
8	COc1ccc(NC(=O)CCc2c(C)nc3c(c2C)c(=O)n(C)c(=O)n3C)cc1OC	5%
9	CC(C)c1ccc(NC(=O)c2ccc(F)c(S(=O)(=O)N3CCCCCC3)c2)cc1	-1%
10	COc1ccc(S(=O)(=O)N2CCC(n3c(C)nc4cccnc43)CC2)cc1Cl	-4%
11	CCN(C(=O)c1nn(-c2ccc(OC)c(Cl)c2)c(=O)c2c1c1ccccc1n2C)c1cc(OC)ccc1OC	-2%
12	CCCCC(CC)CNC(=O)c1ccc2c(=O)n(Cc3ccc(OC)cc3)c(=O)[nH]c2c1 (centres undefined)	2%
13	COc1ccccc1N1CCN(C(=O)c2c(C)oc3ncn(C)c(=O)c23)CC1	0%
14	CCc1ccc(CNC(=O)c2cc3cc4ccc(OC)cc4nc3o2)cc1	-1%
15	Cc1ccc(Cl)cc1N1CCN(C(=O)Cn2cnc3onc(-c4ccc(F)cc4)c3c2=O)CC1	4%
16	Cc1ccc(CCNC(=O)c2cnc3c(C)cccn3c2=O)cc1	?
17	COc1cccc(CN2CCCN(CC(=O)Nc3ccc4c(c3)OCCO4)S2(=O)=O)c1	-11%
18	COc1ccc(CCNC(=O)c2nn(-c3ccc(C)cc3)c(=O)c3c2c2ccccc2n3C)cc1OC	3%
19	O=C(c1ccc2c(c1)N(Cc1ccccc1)C(=O)c1ccccc1S2(=O)=O)N1CCc2ccccc21	-3%
20	NC(=O)C1(N2CCCCC2)CCN(C(=O)Nc2ccc(C(F)(F)F)cc2)CC1	-2%
21	Cc1ccccc1S(=O)Cc1ccc(C(=O)N2CCN(c3cccc(C)c3C)CC2)o1 (centres undefined)	-10%
22	Cc1ccc(-n2ccnc(NCCc3ccc(S(N)(=O)=O)cc3)c2=O)c(C)c1	4%
23	COc1ccc(NC(=O)Cn2cnc3c(nc4n3CCCCC4)c2=O)c(OC)c1	-6%
24	Cc1cccc(NC(=O)Cn2cc(S(=O)(=O)c3ccc(F)cc3)c(=O)c3cc4c(cc32)OCO4)c1	-5%
25	COc1ccc(Nc2c(-c3ccsc3)nc3nc(C)cc(C)n23)cc1	-5%

# Of the compounds above, these contain a Cl atom.
entry	structure	FLuc modulator
2	O=C(Cn1c(=O)n(Cc2ccc(C(=O)NCc3ccccc3Cl)cc2)c(=O)c2ccccc21)Nc1ccc(F)cc1	-6%
3	Cc1ccc(-c2cc(N)n(Cc3cccc(Cl)c3)n2)cc1	-7%
4	COc1ccc(Cl)cc1NC(=O)CCC(=O)c1ccc(C)cc1	2%
6	Cc1ccc(Cl)cc1Nc1sc(C(=O)c2ccc(F)cc2)c(N)c1S(C)(=O)=O	1%
10	COc1ccc(S(=O)(=O)N2CCC(n3c(C)nc4cccnc43)CC2)cc1Cl	-4%
11	CCN(C(=O)c1nn(-c2ccc(OC)c(Cl)c2)c(=O)c2c1c1ccccc1n2C)c1cc(OC)ccc1OC	-2%
15	Cc1ccc(Cl)cc1N1CCN(C(=O)Cn2cnc3onc(-c4ccc(F)cc4)c3c2=O)CC1	4%

# Other results follow:
entry	structure	FLuc modulator
26	Cc1ccc(CSc2nc3cccnc3n2Cc2ccc(C(=O)NCc3ccco3)cc2)cc1	0.6µM*
27	Cc1ccc(OCCSc2nc(C)c(Cc3ccccc3)c(=O)[nH]2)cc1	-5%
28	Cc1ccc(C(=O)Nc2ccc3c(c2)n(C)c(=O)c(=O)n3C)cc1	?
29	CCOC(=O)c1ccc(NC(=O)Cc2ccc(-n3c(CC)nc4cccnc43)cc2)cc1	-12%
30	Cc1ccc2c(=O)cc(C(=O)Nc3cccc(C(F)(F)F)c3)oc2c1C	2%
31	COCCn1c(CNC(=O)c2cc(OC)c(OC)c(OC)c2)nc2cccnc21	2%
32	COc1ccc(CNC(=O)Cn2nc(C)c3c(C)n(-c4ccccc4)nc3c2=O)cc1OC	-7%
33	Cc1ccc(CNC(=O)Cn2c(SCC(=O)Nc3ccc(F)cc3)nc3ccccc32)cc1	0%
34	CCOc1ccc(CNC(=O)C2CCCN(S(=O)(=O)c3ccc4c(c3)CCCC(=O)N4)C2)cc1 (centres undefined)	-3%
35	O=C(Nc1ccc(N2CCN(c3ccc(F)cc3)CC2)c(C(=O)O)c1)c1cccs1	-2%
36	COc1ccc(-c2nn(-c3cccc(F)c3)c3c2cnc2cc(OC)c(OC)cc23)cc1	-3%
37	CC(C)c1ccc2c(c1)-c1ccccc1S(=O)(=O)N2CC(=O)N1CCCCC1	?
38	CCc1ccc(C2=C(C)C(N3CCC(C(=O)Nc4cccc(OC)c4)CC3)=NS2(=O)=O)cc1	-4%
39	CC(NC(=O)c1ccc(Nc2nc3ccccc3n3nnnc23)cc1)c1ccccc1 (centres undefined)	-2%
40	COc1ccccc1NC(=O)CSc1ncc2c(n1)-c1cc(Cl)ccc1N(Cc1ccccc1)S2(=O)=O	-5%
41	CCc1cccc(CC)c1NC(=O)Cn1nnc2sc3c(c2c1=O)CCCC3	2%
42	COc1ccc(NC(=O)CSc2nc(-c3ccco3)cc(C(F)(F)F)n2)cc1Cl	1%
43	Cc1c(Cl)cccc1NC(=O)C(CCS(C)(=O)=O)N1Cc2ccccc2C1=O (centres undefined)	-6%
44	Cc1cccc(C)c1Nc1c(-c2ccc(Cl)s2)nc2ncccn12	-10%
45	COCc1cc(C)nc2c1C(=O)NC(c1ccc(C)cc1)N2Cc1ccccc1 (centres undefined)	-6%
46	COc1ccc(-c2cn3c(n2)sc2cc(C(=O)NCCCc4ccccc4)ccc23)cc1	4%
47	CCOc1ccccc1CNC(=O)C1CCN(S(=O)(=O)c2ccc3c(ccn3C)c2)CC1	-9%
48	Cc1coc2cc3oc(=O)c(CCC(=O)NCc4ccc(Cl)cc4)c(C)c3cc12	-9%
49	COC(=O)c1ccccc1NC(=O)C1=C(C)C(=O)OC12CCCCCC2	-4%
50	CCCOc1ccc(C2CC(=O)Nc3c2c(C)nn3-c2nncc(-c3cccc(OC)c3)n2)cc1OC (centres undefined)	-12%

# Values in list order from above.
# FLuc modulator, compounds 35–42: -2%, -3%, ?, -4%, -2%, -5%, 2%, 1%

# (cont.)
entry	structure	FLuc modulator
51	CCN1CCN(Cc2c(O)ccc3oc(C)c(C(=O)Nc4cccc(C(F)(F)F)c4)c23)CC1	0%
52	O=C(COc1ccccc1)Nc1sc2c(c1C(=O)Nc1ccccc1Cl)CCCCC2	-3%
53	COc1ccc(N(Cc2cc3cc(OC)ccc3[nH]c2=O)C(=O)c2cccc(Cl)c2)cc1	5%
54	Cc1ccccc1CCNC(=O)c1ccc(Cn2c(=O)c3cccn3c3cccnc32)cc1	-1%
55	COCCCNC(=O)c1cc(-c2cccnc2)nc2ccc(S(=O)(=O)N3CCC(C)CC3)cc12	-4%
56	O=C1CN(C(=O)c2ccc(S(=O)(=O)N3CCCC3)cc2)C(c2ccccc2)c2cc(Br)ccc2N1 (centres undefined)	1%
57	O=S(=O)(c1ccccc1)c1nnn2c1nc(NC1CCCCCC1)c1sccc12	0%
58	Cc1c(Cl)cccc1NC(=O)CCS(=O)(=O)c1cccc2nsnc12	3%
59	COC(=O)c1cccnc1-n1c(=O)c2cccnc2n(CC(=O)Nc2cccc(C(F)(F)F)c2)c1=O	-2%
60	CC(C)Oc1ccc(CNC(=O)CCCn2c(=O)c3cccn3c3ccccc32)cc1	-4%
61	CNC(=O)CSc1cn(CC(=O)N2CCCCCC2)c2ccccc12	-6%
62	O=C(NCCSc1c[nH]c2ccccc12)c1ccc(Cl)cc1	-14%
63	Cc1ccc(C)c(N2CCN(C(=O)c3cccc(-n4c(C)nc5cccnc54)c3)CC2)c1	-8%
64	COc1ccc(Cn2ccc3nc(C)c(C(=O)Nc4cc(OC)c(OC)c(OC)c4)cc3c2=O)cc1	5%
65	Cc1nn(CCC(=O)N2CCN(c3ccccc3F)CC2)c(C)c1S(=O)(=O)N1CCCC1	-4%
66	COc1ccc(CNC(=O)c2cc3c(=O)n(Cc4ccco4)ccc3nc2C)cc1	2%
67	O=C(NCCn1cc(SCc2ccc(Cl)cc2)c2ccccc21)c1cccs1	-2%
68	CC1=C(c2ccc(F)cc2)S(=O)(=O)NC1=NCc1ccccc1F	1%
69	O=C(Nc1ccccc1)N(Cc1cccs1)c1ccc(F)cc1	-11%
70	COc1cccc(CNC(=O)COCc2cc(-c3ccc4c(c3)OCO4)on2)c1	?
71	COc1ccc(CCNC(=O)C2COc3ccccc3C2)cc1OC (centres undefined)	4%
72	Cc1ccc(NC(=O)CSc2nc3ccc(NC(=O)c4cccs4)cc3s2)c(C)c1	-18%
73	COc1ccc(NC(=O)c2oc3ccccc3c2NC(=O)Cc2coc3c(C)c(C)ccc23)cc1	-1%
74	O=C(Nc1ccc(OCc2cc(=O)n3c4c(sc3n2)CCCC4)cc1)c1ccccc1	-1%
75	CN(C)CCN(Cc1ccco1)S(=O)(=O)c1cc2c(cc1Cl)NC(=O)CO2	0%
76	NC(=O)c1nn2c(C(F)(F)F)cc(-c3ccc(Br)cc3)nc2c1Cl	1%
77	CCc1ccc(NC(=O)C2CCN(c3nc(-c4ccc(OC)cc4)no3)CC2)cc1	-10%
78	CCOc1ccc(C2C(C(=O)Nc3ccccc3)=C(C)Nc3nc(SCc4cccc(OC)c4)nn32)cc1 (centres undefined)	4%
79	CCOC(=O)c1cccc(NS(=O)(=O)c2ccc3[nH]c4c(c3c2)CCCC4)c1	?
80	Cc1cccc(NC(=O)c2ccc3c(O)c(S(=O)(=O)c4ccccc4)c(=O)[nH]c3c2)c1C	?
81	COc1ccc(C)cc1NC(=O)C(=O)NCCc1csc2nc(-c3ccccc3F)nn12	-1%
82	COc1ccc(NC(=O)c2c(C)oc3ccc(O)c(CN4CCN(C)CC4)c23)cc1Cl	-3%
83	COc1ccc(-c2cc3ccc(O)c(CN4CCN(CCO)CC4)c3oc2=O)cc1OC	1%
84	COCCNC(=O)c1nn(-c2ccc(C)cc2)c(=O)c2c1c1ccccc1n2C	-8%
85	COc1cc(NC(=O)CSc2nc3nc(C)c(Cc4ccc(C)cc4)c(C)n3n2)cc(OC)c1OC	-10%
86	COc1ccc(-n2nc(C(=O)N(C)c3cc(Cl)ccc3OC)c3c4ccccc4n(C)c3c2=O)cc1	0%
87	O=C(c1cccc(Cl)c1)N1CCN(CCc2ccccn2)CC1	-4%
88	CS(=O)(=O)Nc1ccccc1C(=O)OCc1cc(=O)n2nc(C3CCCCC3)sc2n1	-1%
89	Cc1ccc(Cn2c(CO)cnc2SCc2cccc(F)c2)cc1	-18%
90	CCn1cc(C(=O)N2CCN(c3ccccc3F)CC2)c(=O)c2cc(S(=O)(=O)N(C)C)ccc21	0%
91	CCOc1ccccc1NC(=O)c1cc(S(=O)(=O)NC2CCCC2)ccc1F	-6%
92	CCOc1ccc(NC(=O)c2sc3nc4c(cc3c2N)CCCCCC4)cc1	6%
93	Cc1cccc(N2CCN(C(=O)c3c(C)oc4ncnc(N5CCOCC5)c34)CC2)c1C	4%
94	CCC(C(=O)NC1CCC(C)CC1)n1nc(C)c2sc3ccccc3c2c1=O (centres undefined)	?
95	Cc1cccc(C(=O)Nc2nnc(S(=O)(=O)N3CCCc4ccccc43)s2)c1	-7%
96	CCN(C(=O)Cn1c(=O)n(Cc2ccccc2)c(=O)c2c1c1cc(OC)ccc1n2C)c1ccccc1	0%
97	COc1ccc(CNS(=O)(=O)c2ccc(-c3cc(C(F)(F)F)on3)s2)cc1OC	-12%
98	COc1cccc(/C=C/c2nc(C#N)c(N(C)Cc3ccccc3)o2)c1	-8%
99	CCOC(=O)N1CCc2c(sc3c2c(=O)n(Cc2ccccc2)c(=O)n3CC(=O)Nc2cccc(C)c2)C1	-2%
100	Cc1ccc(OCC(=O)OCc2cc(=O)n3nc(C4CCCCC4)sc3n2)cc1C	?

# (list continues)
entry	structure	FLuc modulator
101	CN(C)CCN(Cc1ccco1)C(=O)c1oc2ccccc2c1NC(=O)c1ccccc1	1%
102	O=C(NCc1nc2ccccc2[nH]1)c1cccc(Cl)c1	-3%
103	COc1cc(NC(=O)C2CCN(S(=O)(=O)c3c(C)noc3/C=C/c3ccccc3F)CC2)cc(OC)c1OC	-1%
104	O=C(NCCc1ccc(Cl)cc1)c1cc2c(s1)-c1ccccc1OC2	-9%
105	COc1cccc(N2CCN(S(=O)(=O)c3ccc4c(c3)CCCN4C(C)=O)CC2)c1	-5%
106	Cc1nn(CCCC(=O)NCCc2ccc(Cl)cc2)c(=O)c2c1sc1ccccc12	?
107	CC(C)(C)c1ccc(Cn2c(Cc3ccccc3)nc3ccccc32)cc1	-20%
108	O=C(CSc1nc2c([nH]c3ccccc32)c(=O)n1-c1ccc(F)cc1)N1CCCCCC1	-2%
109	COc1ccccc1-c1nnc2n(CCc3ccccc3)c(=O)c3ccccc3n12	-7%
110	O=C(Cn1ncc2c3ccccc3n(Cc3ccc(F)cc3)c2c1=O)NCc1ccccn1	-7%
111	O=S1(=O)c2ccccc2N(Cc2cccc(Cl)c2)c2ccccc21	-20%
